NPSR antagonist: neuropeptide S receptor (human) antagonism, cAMP. Q6W5P4. CHO-NPSR cells, cAMP TR-FRET, antagonist mode. Potency, µM (highest dose often 38.3 µM), without a hit: at the highest dose activity change, negative = inhibition, usual class: inhibitors. hit rate 1% among 220,000. AID 1461; also: potency is read from the fitted curve at half-maximal effect; % is scaled to controls: 0 for no effect and ±100 for the full control effect; nearly all actives have a fitted effect of over 50% in size; many of its hits are not listed in these tables
Target sequence (Q6W5P4 whole entry, looked up): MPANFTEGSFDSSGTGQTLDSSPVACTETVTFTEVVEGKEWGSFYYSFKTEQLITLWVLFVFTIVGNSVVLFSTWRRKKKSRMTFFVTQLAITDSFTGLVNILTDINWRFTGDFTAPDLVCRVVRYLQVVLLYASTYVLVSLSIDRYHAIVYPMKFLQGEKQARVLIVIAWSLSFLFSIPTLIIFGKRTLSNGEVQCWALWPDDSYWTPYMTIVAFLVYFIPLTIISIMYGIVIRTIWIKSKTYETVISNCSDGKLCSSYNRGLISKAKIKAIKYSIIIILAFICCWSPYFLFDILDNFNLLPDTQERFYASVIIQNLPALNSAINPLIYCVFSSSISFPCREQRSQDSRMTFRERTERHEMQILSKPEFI
Lamin A splicing: changes lamin A minigene splicing in HeLa cells | HeLa LMNA splicing GFP/RFP minigene ratio, 48 h | Potency, µM (highest dose often 46.1 µM), for inactives: at the highest dose ratio change, negative = inhibition, hits mostly inhibitors | hit rate 0.01% among 200,000 | AID 1487; active = well fitted inhibition curve with a large enough effect in the signal ratio, with a control signal flat, not every such curve was filed as active; inconclusive = small, poorly fitted or top-dose-only effect, or effect the other way, or a change in a side signal; the % refers to the signal ratio; also: potency is read from the fitted curve at half-maximal effect; % is scaled to controls: 0 for no effect and ±100 for the full control effect
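Read-out is the ratio of GFP to DsRed2 object intensity, acquired by 488 nm laser-scanning cytometry on HeLa lamin A-EGFP minigene reporter cells. Compound incubation 48 hrs at 37 °C in Opti-MEM with 2% FBS; DMSO 0.5% final.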
Luc counter: Kinase-Glo luciferase inhibition (counter-screen) | Potency, µM (titrated, usually from 38.3 µM), inactives show at the top dose activity change, negative = inhibition, actives largely listed as inhibitors | Kinase-Glo luciferase, ATP luminescence, 8 min | hit rate 0.28% among 200,000 | Q27757; also: potency is read from the fitted curve at half-maximal effect; % is scaled to controls: 0 for no effect and ±100 for the full control effect; nearly all actives have a fitted effect of over 60% in size
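Light output from Kinase-Glo luciferase with luciferin and 10 uM ATP in 50 mM imidazole pH 7.2, KCl, MgCl2, Tween 20, BSA; compound pin-delivered, 8-min ambient incubation, then luminescence read.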
Epigenetic derep: derepresses silenced GFP reporter in murine cells. hit rate 0.2% among 280,000. Potency, µM (doses to about 53.9 µM), without a hit: top-dose GFP activation, hits mostly activators. AID 1865. murine LDR cells, GFP reporter derepression, 30 h; also: potency is read from the fitted curve at half-maximal effect; % of control where 0% means no effect; nearly all actives have a fitted effect of over 60% in size
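In this reporter-derepression format, murine cells bearing a silenced integrated CMV-GFP locus incubate with test compound (30 h, 37 C), then are washed and imaged; fluorescent objects of 20–120 um count as induced cells.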
HTT aggregate: inhibitors of mutant huntingtin aggregate formation in PC12 cells; hit rate 1.1% among 220,000; Potency, µM (series often up to 46.1 µM), for inactives: at the highest dose activity change, negative = inhibition, most hits filed as inhibitors; PC12 HttQ103-GFP aggregates, Acumen cytometry, 40 h; AID 1688; also: potency is read from the fitted curve at half-maximal effect; % is scaled to controls: 0 for no effect and ±100 for the full control effect; nearly all actives have a fitted effect of over 60% in size
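Inducible Q103 Huntingtin exon 1–GFP PC12 line, 1500 cells/well in phenol red free DMEM with 5% equine and 5% calf serum. Tebufenozide 100 nM induced expression; compounds titrated; aggregates quantified by cytometry.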
CBFb-RUNX1 inh: blocks binding between human CBF-beta and RUNX1; Potency, µM (series often up to 59.8 µM), for inactives: at the top dose activity, negative = inhibition, usual class: inhibitors; 230,000 tested, under 10 active; AlphaScreen CBFb-His/RUNX1-biotin binding, biochemical; also: % of control where 0% means no effect
Target sequence (Q01196 whole entry, looked up): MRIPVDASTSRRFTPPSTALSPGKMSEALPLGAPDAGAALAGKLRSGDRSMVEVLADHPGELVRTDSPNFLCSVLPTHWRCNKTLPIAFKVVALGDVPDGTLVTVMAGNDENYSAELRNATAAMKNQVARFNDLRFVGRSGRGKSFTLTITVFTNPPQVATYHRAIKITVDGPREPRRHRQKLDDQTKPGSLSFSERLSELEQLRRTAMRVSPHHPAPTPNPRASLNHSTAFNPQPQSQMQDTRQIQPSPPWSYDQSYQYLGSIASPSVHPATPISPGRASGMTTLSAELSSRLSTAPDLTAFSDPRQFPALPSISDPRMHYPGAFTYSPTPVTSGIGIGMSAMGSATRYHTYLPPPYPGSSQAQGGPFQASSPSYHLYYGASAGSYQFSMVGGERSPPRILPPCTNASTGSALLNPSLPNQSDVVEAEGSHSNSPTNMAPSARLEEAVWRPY
Target sequence (Q13951 whole entry, looked up): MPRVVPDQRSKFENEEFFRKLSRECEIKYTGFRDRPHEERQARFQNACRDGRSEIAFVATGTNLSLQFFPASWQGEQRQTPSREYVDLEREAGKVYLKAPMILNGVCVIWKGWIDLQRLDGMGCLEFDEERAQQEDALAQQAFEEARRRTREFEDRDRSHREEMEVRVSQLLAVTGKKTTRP
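AlphaScreen binding: CBFb-His and RUNX1-biotin (30 nM each) preincubated 20 min, compound added for 15 min, then nickel and streptavidin beads for 90 min, all at room temperature. Disruption of the interaction by any mechanism counts as activity.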
IMPase Li cell: IMPase inhibition in cells with lithium potentiation | CHO-M1 cells, IP1 TR-FRET (IP-One), carbachol + lithium | Potency, µM (series often up to 59.4 µM), for the others: at the top dose activity, negative = IMPase inhibition, usual class: inhibitors | hit rate 0.35% among 210,000 | AID 1457;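 also: IP1 builds up when IMPase is blocked and the TR-FRET signal falls; potency is read from the fitted curve at half-maximal effect; plate controls were basal vehicle for no effect and high inhibitor control for full effect; nearly all actives have a fitted effect of over 50% in size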
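Concentration–response in CHO-M1 cells, lithium-potentiated; 30 min at 37C. IP1 detected by competitive TR-FRET after 10 min lysis at RT. Hill-fitted AC50.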
* marks the source's active call; other numbers are inactive results; ? = inconclusive; / = not tested or not shown; & = joins results of further samples; [ ] = dose if it differs, or a comment. Unless noted, calls follow the shape of the dose curve; as a rule, active = well fitted curve in the direction sought with a large enough effect; inconclusive = small, poorly fitted or top-dose-only effect, or another doubt; inactive = no such curve, though single readings can be large; an effect the other way counts as inactive or inconclusive. Not all compounds are listed; the hit share may differ from the screen's.

SMILES	NPSR antagonist	Lamin A splicing	Luc counter	Epigenetic derep	HTT aggregate	CBFb-RUNX1 inh	IMPase Li cell
CCc1cccc(NC(=O)CCS(=O)(=O)c2cccc3nonc23)c1	-20%[46.1 µM]	-11%	1%	0.0%	10%	-7%	10%[38.3 µM]
COc1ccc(C(C)=O)cc1CSc1nnnn1-c1ccc(O)cc1	-8%	/	/	3.1%	5%[9.22 µM]	4%	/
CC(C)CNC(=O)c1noc2c1CCCC2	6%[46.1 µM]	-10%	-1%	2.3%	-5%	8%	23%[38.3 µM]
CCN(CCNC(=O)C1CC(=O)N(CCc2ccccc2)C1)c1ccccc1 (configuration not stated)	-17%[46.1 µM]	6%[0.0737 µM]	0%	-1.7%	28%	-1%	-2%[38.3 µM]
Cc1nnc(SC(C)C#N)n1-c1ccccc1 (configuration not stated)	13%	?	-1%	-1.3%	8%	2%	-4%
O=c1c(Cc2c(F)cccc2Cl)c(O)ccn1CCc1c[nH]c2ccccc12	-7%	?	4%	1.1%	-21%	-7%	8%
CC(C)Cn1c(N)c(C(=O)COC(=O)c2ccc3c(c2)OCCO3)c(=O)n(C)c1=O	-8%[46.1 µM]	?	1%	0.9%	?	5%	9%[38.3 µM]
CC1(C)[C@@H](O)CC[C@]2(C)C3C(O)C=C4[C@H]5C[C@@](C)(CO)CC[C@]5(C)CC[C@]4(C)[C@]3(C)CC[C@@H]12 (some centres not stated)	6%	/	/	-2.0%	-25%[9.22 µM]	9%	/
C=C(C)C1CC=C(C(=O)O)CC1 (configuration not stated)	-4%[46.1 µM]	?	-1%&-2%	1.0%&-1.3%	/	-2%&14%	-4%&0%
CCCCOc1ccc(Nc2cc(Cl)ccc2C(=O)O)cn1	-38%	/	/	0.0%	24%[9.22 µM]	-9%	/
Cc1ccc2c(c1)CN1CN2Cc2cc(C)ccc21	-11%[46.1 µM]	13%	0%	-0.3%	-1%	-4%	-3%[38.3 µM]
CCOC(=O)C1C(c2ccc(O)c(OCC)c2)NC(=S)NC1(O)C(F)(F)F (configuration not stated)	0%[46.1 µM]	3%	/	-1.0%	7%	0%	/
CCc1ccc(CN(C)Cc2nc(Cc3ccc(OC)c(OC)c3)no2)nc1	-8%	/	/	2.3%	-12%[9.22 µM]	11%	8%
C=CCSc1nnc(NC(=O)CSc2nc3ccccc3o2)s1	-9%[46.1 µM]	-13%	-2%	0.0%	-9%	-5%	-3%
Cc1cccc(NC(=O)Cn2c([N+](=O)[O-])cnc2C)c1C	20%	-8%	2%	-1.0%	5%	-2%	4%
COc1ccccc1-c1cc(C(=O)Nc2cc(C)n(Cc3ccc(Cl)cc3)n2)no1	-27%[46.1 µM]	?	-2%	-2.4%	23%	2%	1%[38.3 µM]
CCOC(=O)N1CCN(Cc2nc3c(c(=O)n(C)c(=O)n3C)n2Cc2cccc(C)c2)CC1	-21%[46.1 µM]	3%	-2%	-0.1%	4%	-1%	-7%[38.3 µM]
CC1Cn2c(nc(=O)c3c2NCN(CCc2ccccc2)C3)S1 (configuration not stated)	-1%	/	3%	-1.1%	-5%	3%	-11%
CCS(=O)(=O)N1CCC(C(=O)NCc2ccc(F)cc2Cl)CC1	-1%[46.1 µM]	?	-4%	-0.6%	14%	-3%	-3%[38.3 µM]
Cc1cccc(N/N=C/c2ccccc2O)c1	16%	-8%	-2%	-1.5%	5%	-2%	0%

A section from further up, as a working copy:
SMILES	NPSR antagonist	Lamin A splicing	Luc counter	Epigenetic derep	HTT aggregate	CBFb-RUNX1 inh	IMPase Li cell
Cc1ccc2c(c1)CN1CN2Cc2cc(C)ccc21	-11%[46.1 µM]	13%	0%	-0.3%	-1%	-4%	-3%[38.3 µM]
CCOC(=O)C1C(c2ccc(O)c(OCC)c2)NC(=S)NC1(O)C(F)(F)F (configuration not stated)	0%[46.1 µM]	3%	/	-1.0%	7%	0%	/

Other results
SMILES	NPSR antagonist	Lamin A splicing	Luc counter	Epigenetic derep	HTT aggregate	CBFb-RUNX1 inh	IMPase Li cell
Cc1cc2c(c(SCC(=O)NCc3ccc(Cl)cc3)n1)C(=O)OC2	-2%	3%[9.22 µM]	0%	-1.1%	12%	5%	14%
COc1ccc(NC(=O)Cn2cc(S(=O)(=O)Cc3ccccc3)c3ccccc32)c(OC)c1	4%	-12%	3%	-1.0%	?	-8%	8%
FC(F)(F)c1cccc(OCc2noc(-c3ccsc3)n2)c1	6%	/	/	2.0%	-6%[9.22 µM]	23%	/
CC1(C)CCC=[N+]1[O-]	-3%[46.1 µM]	?	-3%	-0.1%	/	12%	-7%
O=c1[nH]c2ccc(S(=O)(=O)N3CCN(c4ccccc4F)CC3)cc2s1	-17%[46.1 µM]	?	-1%	1.8%	?	-3%	30%[38.3 µM]
CCOc1ccc(/C=N/NC(=O)C(C)Sc2ccccn2)cc1OCC (configuration not stated)	-1%	-10%	-1%	0.0%	5%	3%	2%
CCOc1ccc(C(=O)Nc2ccc(N3CCN(S(C)(=O)=O)CC3)cc2)cc1[N+](=O)[O-]	8%	5%[46 µM]	0%	3.0%	11%[9.22 µM]	-1%	-4%
COc1ccc(-c2ccc(=O)n(CC(=O)Nc3ccc(C(=O)NC4CC4)cc3)n2)cc1OC	-9%[46.1 µM]	7%	5%	-2.3%	15%	-7%	-5%[38.3 µM]
CCOC(=O)c1cc2n(c1N)-c1ccccc1C2=O	8%[46.1 µM]	10%	-1%	0.0%	-9%	7%	36%[activator][38.3 µM]
COc1cc(C(=O)N[C@H](C(=O)NC2CCCCCC2)C(C)C)cc(OC)c1OC	-15%[46.1 µM]	-4%	1%	-0.1%	-21%	3%	42%[38.3 µM]
COCCOc1nc2c(c(=O)n(C)c(=O)n2C)n1Cc1cccc(OC)c1	-5%[46.1 µM]	?	15%	-0.8%	8.9µM*	-1%	30%[38.3 µM]
O=C1NC(=S)N(c2cccc(Cl)c2)C12CCCCC2	-15%	2%	-2%	-0.9%	19%	8%	0%
NNC(=O)c1ccc2c(c1)S(=O)(=O)NNC2=O	16%	1%[46 µM]	-4%	-1.8%	9%	6%	5%
COc1cccc(C(=O)CSc2nnc(CNS(=O)(=O)c3ccc(C)cc3)n2C)c1	-16%[46.1 µM]	-4%	-4%	-1.0%	11%	5%	22%[38.3 µM]
CC(=O)N1N=C2c3ccccc3CCC2C1c1ccc(F)cc1 (configuration not stated)	41%	/	/	3.8%	5%[9.22 µM]	2%	/
CCOc1ccc(NC(=O)C(CC(=O)O)Cc2ccccc2)cc1 (configuration not stated)	6%	10%[46 µM]	3%	1.0%	4%[9.22 µM]	1%	-3%
FC(F)(F)c1ccccc1NC(=S)N1CCN(Cc2ccc3c(c2)OCO3)CC1	-24%	/	-1%	-0.6%	-30%	11%	0%
COc1ccc(F)cc1S(=O)(=O)NC(Cc1ccccc1)C(N)=O (configuration not stated)	2%[46.1 µM]	2%	0%	-1.3%	2%	3%	7%[38.3 µM]
CS(=O)(=O)N1CCN(C(=S)NCc2ccc(Cl)cc2)CC1	14%	/	/	-1.3%	-8%	0%	-4%
Cc1ccc(-c2nc3ccccc3o2)cc1NC(=S)NC(=O)c1cccs1	-5%[46.1 µM]	9%	/	0.0%	-1%	5%	/
CC1=NN(c2nc(-c3ccc(C)cc3)cs2)C(=O)C1N=Nc1cccc(O)c1 (configuration not stated)	-6%	/	-4%	-1.5%	19%	?	10%
CCOc1cc(S(=O)(=O)N2CCC(c3nc4ccccc4s3)CC2)c(OCC)cc1S(=O)(=O)N1CCCCC1	0%[46.1 µM]	16%[0.0737 µM]	2%	-1.7%	14%	-3%	-13%[38.3 µM]
Cn1nc(-c2ccccc2)c(-c2nc(-c3cccc(C(F)(F)F)c3)no2)c1Cl	-6%[46.1 µM]	9%	17%	1.0%	10%	2%	24%[38.3 µM]
CCOC(=O)c1ccccc1NS(=O)(=O)c1ccccc1F	-20%[46.1 µM]	4%	-3%	-1.3%	-5%	18%	3%[38.3 µM]
COC(=O)c1cc(=O)c2c([N+](=O)[O-])ccc(OC)c2o1	8%	?	3%	-2.0%	6%	3%	-19%
CC1=CC(C)(C)Nc2ccc(OC(=O)C(Cc3ccccc3)N3C(=O)C4CCCCC4C3=O)cc21 (configuration not stated)	?	-13%	-2%	2.1%	?	-10%	22%[38.3 µM]
COc1ccc(NC(=O)C2CCCN(S(=O)(=O)c3cccc4nonc34)C2)c(OC)c1 (configuration not stated)	13%	-13%	5%	0.0%	-9%	5%	-10%
Cc1ccccc1C1CC(=O)Oc2cc(C)c(Br)c(C)c21 (configuration not stated)	/	/	0%[39.9 µM]	-1.2%	/	-13%[89.1 µM]	0%
Cc1ccc(C)c2[nH]c(=O)c(CN(CC3CCCO3)S(=O)(=O)c3ccc4c(c3)OCCO4)cc12 (configuration not stated)	-21%[46.1 µM]	-19%	-1%	-1.5%	15%	1%	0%[38.3 µM]
O=C(CN1C(=O)CCC1=O)Nc1cccc(NC(=O)CN2C(=O)CCC2=O)c1	13%	/	3%	-3.3%	-17%	7%	-10%
C/C(=N\NC(=S)NC1CCCCC1)c1ccc(Cl)c(Cl)c1	11%	/	/	0.0%	-21%[9.22 µM]	7%	/
O=C1NC(=Nc2ccc(Cl)cc2)/C(=C/c2ccco2)S1	-4%	?	-2%	?	12%	?	0%
CCN(CC)c1ccc(C2NC(=O)NC(C)=C2C(=O)Nc2ccccc2)cc1 (configuration not stated)	-13%[46.1 µM]	2%	-7%	-2.7%	12%	-6%	2%[38.3 µM]
COc1cccc(CN2CCC(C(=O)N3CCC(C)CC3)CC2)c1	7%	16%[46 µM]	6%	-2.6%	0%[9.22 µM]	7%	-2%
O=[N+]([O-])c1cc2c(cc1/C=N/n1c(-c3ccccc3)n[nH]c1=S)OCO2	?	9%	-1%	1.1%	-1%	1%	-5%[38.3 µM]
O=C(CN(C(=O)CSc1nnc(COc2ccccc2)o1)c1ccc(F)cc1)NC1CCCC1	?	?	-2%	-2.8%	-7%	0%	-3%[38.3 µM]
Cc1ccc(S(=O)(=O)N2CCC(C(=O)N/N=C/c3ccncc3)CC2)cc1	2%	?	0%	-0.4%	11%	-4%	0%
COc1ccc(-c2cccc(C(=O)NCC(=O)O)c2)cc1	-4%[46.1 µM]	8%	-1%	-0.3%	0%	-6%	11%[38.3 µM]
